PolyA inh: blocks polyadenylation in yeast reporter cells; AID 1875; S. cerevisiae SKY197-pL101 polyadenylation reporter, beta-gal luminescence; efflux-impaired pdr1/pdr3 knockout yeast; score 100 = 6 SD above DMSO; calls only at 12 µM; 0.02% of 300,000 active;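 active means lowest replicate activity score at least 50, where 100 means six control SD above control mean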;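 further: yeast exposed to compound for 9 h at 30 °C; higher score means more reporter readthrough which indicates perturbed polyadenylation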
Dyrk1A ADPGlo: Dyrk1A (rat) kinase inhibition | Q63470 | inhibition, % at 12.5 µM | 0.43% of 310,000 active | ADP-Glo luminescence, NFATc1 peptide; in the data active means inhibition above about 50%;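 further: plate controls were vehicle with enzyme for no effect and no enzyme for full effect; many of its hits are not listed in these tables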
KCNK3 block: human KCNK3 channel inhibition, primary screen; AID 602410; 0.84% of 340,000 active; O14649; B-score at 10 µM; CHO-KCNK3 thallium flux, FluxOR fluorescence; stronger effect = lower value;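 active means B-score under library mean minus 4 SD, starting fluorescence ratio at most library mean plus 5 SD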;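 further: more negative B-score means stronger inhibition of thallium flux through KCNK3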
GSK3beta inhib: blocks human GSK3beta kinase activity; P49841; GST-GSK3beta kinase, ADP-Glo luminescence, 60 min; stronger effect = lower value; activity score (negative = inhibition), % at 10 µM; 0.038% of 300,000 active; AID 2097;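 active means more than half of replicate wells score below -50%, meaning over 50% inhibition versus plate controls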;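 further: 0% = median DMSO wells and -100% = median GW8510 positive control wells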
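Test system – GST-tagged human GSK3beta kinase, cell-free · Incubation – 60 min enzyme reaction, room temperature · Signal – ADP-Glo luminescence · Also added – peptide substrate and ATP at 25 µM · Controls – DMSO neutral wells and GW8510 at 20 µM as positive · Buffer or medium – Tris/MgCl2 kinase buffer · Measure – Luminescence-derived activity versus plate DMSO and GW8510 wells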
RGS4 pot: potentiators or activators of RGS4; 0.92% of 310,000 active; B-score at 10 µM; HEK293 M3R/inducible RGS4, carbachol calcium flux Fluo4; stronger effect = lower value; AID 463111;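 active means B-score of the integrated calcium signal more than 4 SD below the library mean, with starting fluorescence not abnormally high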;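 further: negative B-score means reduced calcium response which marks RGS4 activation or potentiation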
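Material: Inducible-RGS4 HEK293 cells carrying M3 receptor; also added: carbachol at ECmax as muscarinic agonist stimulus; incubation: compound preincubation 20 min at room temperature before agonist; signal: Fluo4-AM (2 µM) calcium-flux fluorescence, kinetic read; measure: integrated calcium ratio converted to B score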
KCNK9 inh: inhibitors of human KCNK9 two-pore domain potassium channel | AID 488922 | Q9NPC2 | HEK293 KCNK9, FluxOR thallium flux fluorescence; stronger effect = lower value | 1.2% of 310,000 active | B-score at 10 µM;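 active means ratio B-score over 3 SD below the library mean, with starting fluorescence within 5 SD of its mean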;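 further: negative B-score means less thallium flux so channel inhibition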
HDAC3 inh: human HDAC3 inhibition; O15379; recombinant HDAC3, fluorogenic peptide/trypsin coupled, fluorescence; inhibition, % at 8.3 µM; 0.15% of 320,000 active; in the data active means inhibition above about 26%, passing the limit was not always enough
GSK3A inh: blocks human GSK-3 alpha kinase; AID 2650; ADP-Glo luminescence, 60 min; 0.1% of 320,000 active; P49840; inhibition, % at 10 µM;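 in the data active means inhibition above about 50%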;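 further: GST-tagged GSK-3 alpha with peptide substrate and 25 µM ATP; 0% = DMSO neutral wells and 100% = GW8510 positive control wells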
KCNQ1 act: human KCNQ1 channel potentiation or activation; AID 2648; B-score at 10 µM; 0.35% of 310,000 active; CHO-K1 KCNQ1, thallium flux FluxOR fluorescence; stronger effect = higher value; P51787;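 active means fluorescence ratio B-score, a plate-corrected score, at least three library SD, with initial intensity B-score within 5 SD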
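Assay system: stable KCNQ1 CHO-K1 line; medium: assay buffer, equal DMSO in all wells; timing: 90 min dye loading and 20 min compound exposure, both at room temperature; technique: kinetic FluxOR thallium fluorescence, 10-s 1-Hz baseline, 110-s post-stimulus read; read-out basis: B score of baseline-normalized fluorescence ratio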
KCNQ1 block: blocks the human KCNQ1 potassium channel | P51787 | CHO-K1 KCNQ1, FluxOR thallium flux fluorescence; stronger effect = higher value | 1.3% of 310,000 active | B-score at 10 µM | AID 2642;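 active means compounds whose thallium flux B-score, printed positive for inhibition, exceeds three library SD while starting fluorescence stays within three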;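 further: channel opened by potassium depolarization with thallium stimulus after 20 min compound exposure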
hERG protect: shields human hERG channel from block by proarrhythmic agents; 0.51% of 310,000 active; AID 1511; CHO-hERG, FluxOR thallium flux, dofetilide IC70 present; activation (rescue from dofetilide block), less the hit threshold, % at 10 µM;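 active means activation above the mean of controls blocked by dofetilide plus 5 SD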;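 further: thallium influx through hERG after potassium depolarization seen as dye fluorescence rise; in these data hits start at about 4.7%; inactives centre near -7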
Target sequence (Q12809 whole entry, looked up): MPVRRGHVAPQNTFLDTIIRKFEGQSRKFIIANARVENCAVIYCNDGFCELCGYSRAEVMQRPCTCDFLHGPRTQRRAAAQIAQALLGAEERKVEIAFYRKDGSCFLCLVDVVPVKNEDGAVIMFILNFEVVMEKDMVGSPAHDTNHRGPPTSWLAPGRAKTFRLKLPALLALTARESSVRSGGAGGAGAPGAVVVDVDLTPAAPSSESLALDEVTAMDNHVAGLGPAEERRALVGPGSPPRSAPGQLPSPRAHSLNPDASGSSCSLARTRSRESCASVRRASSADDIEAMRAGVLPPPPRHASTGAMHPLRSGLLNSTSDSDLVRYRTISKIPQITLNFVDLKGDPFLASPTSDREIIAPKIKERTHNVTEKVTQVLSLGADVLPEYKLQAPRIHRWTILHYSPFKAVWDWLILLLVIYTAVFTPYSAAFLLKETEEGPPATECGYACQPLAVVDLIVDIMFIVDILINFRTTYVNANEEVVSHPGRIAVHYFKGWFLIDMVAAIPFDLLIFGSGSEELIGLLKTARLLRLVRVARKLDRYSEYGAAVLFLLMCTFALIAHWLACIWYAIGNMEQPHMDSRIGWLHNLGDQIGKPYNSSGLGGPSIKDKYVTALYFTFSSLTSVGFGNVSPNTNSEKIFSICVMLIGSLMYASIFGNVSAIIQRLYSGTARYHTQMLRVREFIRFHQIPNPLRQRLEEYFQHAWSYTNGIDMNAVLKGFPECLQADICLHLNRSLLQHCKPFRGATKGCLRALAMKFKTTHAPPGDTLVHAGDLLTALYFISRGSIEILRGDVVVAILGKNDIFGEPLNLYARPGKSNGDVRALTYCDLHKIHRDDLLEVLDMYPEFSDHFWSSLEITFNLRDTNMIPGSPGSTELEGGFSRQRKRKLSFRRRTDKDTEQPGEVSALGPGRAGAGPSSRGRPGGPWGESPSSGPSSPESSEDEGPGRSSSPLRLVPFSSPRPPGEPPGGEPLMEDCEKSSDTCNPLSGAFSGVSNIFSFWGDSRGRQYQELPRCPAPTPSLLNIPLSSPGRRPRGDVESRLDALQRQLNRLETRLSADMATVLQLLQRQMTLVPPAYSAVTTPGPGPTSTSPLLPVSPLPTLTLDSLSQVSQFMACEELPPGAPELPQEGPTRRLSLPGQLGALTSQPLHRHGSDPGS
* marks the source's active call; other numbers are inactive results; i = inactive; / = no result given. This is a subset; count on the stated rates, not on these rows.

SMILES	PolyA inh	Dyrk1A ADPGlo	KCNK3 block	GSK3beta inhib	RGS4 pot	KCNK9 inh	HDAC3 inh	GSK3A inh	KCNQ1 act	KCNQ1 block	hERG protect
COc1ccc(CCNC(=O)CSc2nc3sc(C(=O)O)c(C)c3c(=O)[nH]2)cc1OC	i	-3.5	i	1.3	i	i	-0.5	1.3	i	i	-4.3
CCOc1ccc(C(=O)NC(=S)Nc2ccccc2OC)cc1[N+](=O)[O-]	i	1.1	i	-2.9	i	i	-2.1	-1.5	i	i	-10.3
CCCn1c(SCC(=O)Nc2nnc(C(C)C)s2)nc2c1c(=O)n(C)c(=O)n2C	i	-2.8	i	-3.7	i	i	-0.8	-2.5	i	i	-3.3
CCO[C@H]1OC(C(=O)Nc2ccccc2)=C[C@@H](C)[C@@H]1CCCO	i	8.9	i	3.1	i	i	6.4	/	i	i	-2.9
COc1ccc2[nH]c(=O)c(CN(Cc3ccccc3)C(=S)NCC3CCCO3)cc2c1 (centres undefined)	i	-2.7	i	1.9	i	i	1.9	-3.6	i	i	2.8
CC1(C)C2CCC1(CS(=O)(=O)NCc1ccc(C(=O)O)cc1)C(=O)C2 (centres undefined)	i	4.8	i	-1.6	i	i	0.4	20.1	i	i	-3.7
CCNC(=O)NC1(C(=O)Nc2ccc3c(c2)OCCO3)CCCCC1	i	5.7	i	3.7	i	i	-1.2	-2.9	i	i	-11.6
CCOC(=O)C1=NN(c2ccccc2C)C2=NC(C)=C(C(=O)OC)C(c3cccc(OC)c3)N12 (centres undefined)	i	/	i	2.5	i	i	-1.5	0.9	i	i	-8.0
CC1(C)C(=O)OC(c2ccccc2)C2(CCCC2)C1=O (centres undefined)	i	-5.5	i	-1.3	i	i	-1.5	-1.1	i	i	-0.7
O=[N+]([O-])c1ccc(S(=O)(=O)NNC(=S)NCCc2ccccc2)cc1	i	-2.9	i	5.2	i	i	0.8	-1.5	i	i	-2.5
O=C(O)C1CC(=O)N(CCOc2ccccc2)C1 (centres undefined)	i	5.1	i	-1.1	i	i	1.4	-1.9	i	i	-2.0
COc1ccc(NC(=O)CCN2C(=O)c3ccccc3S2(=O)=O)c(OC)c1	i	-74.3	i	3.2	i	i	-1.6	1.2	i	i	-5.5
CC(=O)Nc1cccc(NC(=O)C(=O)NCC(c2ccco2)N2CCc3ccccc32)c1 (centres undefined)	i	15.7	i	-0.5	i	i	-6.8	0.8	i	i	-6.0
COc1ccc(CN2CCCN(C)CC2)c(OC)c1C	i	2.5	i	/	i	i	-7.2	-2.4	i	i	-4.1
COc1ccc(Cc2noc(CN(C)CC(O)c3ccccc3)n2)cc1OC (centres undefined)	i	0.0	i	0.5	i	i	-3.0	-2.7	i	i	-10.4
CCCOC(=O)c1ccc(Oc2coc3c(CN(CC)CC)c(O)ccc3c2=O)cc1	i	-5.9	i	0.4	-8.6*	i	-32.3	5.8	i	i	-1.9
C=CCn1c(=NC(=O)CC)n(C)c2ccccc21	i	-2.6	i	3.7	i	i	-2.8	0.1	i	i	1.3
COC(=O)CN(c1ccc(C(C)C)cc1)S(=O)(=O)c1c(C)[nH]c(=O)[nH]c1=O	i	-15.6	i	4.0	i	i	6.8	-0.8	i	i	-6.0
Cc1c(/C=N/Nc2nc3ccccc3[nH]2)c2ccccc2n1C	i	-2.0	i	3.6	i	i	6.6	0.8	i	7*	-16.6
CCc1ccc(CN2CCCC(CNS(=O)(=O)c3ccc(OC)cc3)C2)cc1 (centres undefined)	i	-0.9	i	4.3	i	i	-0.3	0.0	i	i	-12.4
COC(=O)C1=C(C)N(Cc2ccccc2)C(=NCc2ccc(OC)cc2)N[C@H]1c1cccc(F)c1	i	3.6	i	-31.1	i	i	13.2	4.7	i	i	-17.5
CC(SC1=NCCN1S(=O)(=O)c1ccc(F)cc1)c1ccccc1 (centres undefined)	i	-3.5	i	1.3	i	i	2.1	-1.8	i	i	-9.2
N#Cc1ccc(C(=O)N2CCN(S(=O)(=O)c3ccc(Br)s3)CC2)cc1	i	-4.3	i	-2.0	i	i	-0.9	2.7	i	i	-3.4
COc1ccccc1/C=N/N1CCN(c2ccc(Cl)cc2)CC1	i	-4.3	i	0.5	i	i	3.1	3.8	i	i	-4.2
COc1ccc(CNc2ncnc3c2[nH]c2cc(OC)c(OC)cc23)cc1	i	4.2	i	-0.1	i	i	-11.7	-2.1	i	i	-28.0
Continuation.
SMILES	PolyA inh	Dyrk1A ADPGlo	KCNK3 block	GSK3beta inhib	RGS4 pot	KCNK9 inh	HDAC3 inh	GSK3A inh	KCNQ1 act	KCNQ1 block	hERG protect
O=P(O)(Cc1ccccc1)Cc1ccccc1	i	4.4	i	3.7	i	i	-3.0	0.1	i	i	-3.0
S=C(NCc1ccccn1)Nc1ccc(Cl)cc1Cl	i	-1.1	i	-3.2	i	i	-1.6	-1.3	i	i	-6.7
CCn1cc(C2C(C(=O)Nc3ccc(Br)cn3)=C(C)NC3=C2C(=O)CCC3)c(C)n1 (centres undefined)	i	2.0	i	-0.1	i	i	-14.5	-2.6	i	i	-10.7
Fc1ccc(C2CC(c3ccco3)n3ncnc3N2)cc1 (centres undefined)	i	9.0	i	-1.4	i	i	-0.6	9.2	i	i	-8.8
COc1ccc(CNc2nc(S(=O)(=O)c3ccccc3)c(Cl)s2)cc1OC	i	0.1	i	-0.8	i	i	1.6	-1.7	i	i	-5.2
CCN1CCN(c2nc(-c3ccccc3)nc3ccccc23)CC1	i	-1.7	i	3.1	i	i	0.5	0.7	i	i	-10.8
COc1ccc(CNc2nc3nc4c(c(=O)n3[nH]2)CCC4)cc1	i	1.8	i	3.1	i	i	1.6	1.7	i	i	-2.6
Cc1csc(SC(C)C(=O)NC2CCCCC2C)n1 (centres undefined)	i	-12.8	i	4.0	i	i	/	-1.6	i	i	-11.1
CNc1ccc(Br)cc(C(=O)/C=C/c2ccc3c(c2)OCO3)c1=O	i	5.2	i	0.7	i	i	-1.8	-0.2	i	i	-14.9
O=C(NCc1cccs1)c1cc(-c2ccccc2)on1	i	0.4	i	-6.1	i	i	-0.6	-5.9	i	i	1.0
Cc1cccc(N(C)C(=O)c2cc(S(=O)(=O)N3CCc4ccccc43)cn2C)c1	i	-1.2	i	1.6	i	i	/	-0.4	i	i	-9.1
CCOC(=O)c1ccccc1-n1c(C)cc(C2N=C(N)Nc3nc4ccccc4n32)c1C (centres undefined)	i	-0.5	i	2.1	i	i	4.4	-2.8	i	i	-21.8
O=C1CCC(=O)N1c1ccc(-c2nc3ccccc3s2)cc1	i	3.1	i	3.0	i	i	-2.0	-3.9	i	i	-2.8
COc1ccc(CN(CCc2ccccc2)Cc2ccccc2)cc1OC	i	-4.1	i	1.5	i	i	8.5	-2.7	i	i	-14.0
COc1ccc(NC(=S)N2CCOCC2)c(OC)c1	i	-2.4	i	-1.2	i	i	0.5	-1.2	i	i	-8.8
CCc1cc(=O)[nH]c(SCC(=O)N2CCOCC2)n1	i	-7.1	i	-1.2	i	i	-0.8	-0.7	i	i	-5.5
Cc1cccc(NC(=O)Cc2ccc(-c3ccccc3)cc2)n1	i	-4.4	i	2.4	i	i	-0.4	1.7	i	i	-4.9
Cc1ccc(NC(=O)c2cccs2)cc1	i	26.8	i	0.1	i	i	-3.7	-1.5	i	i	-2.7
O=Cc1cccn1-c1nccc(-c2ccco2)n1	i	/	i	0.5	i	i	-4.1	-0.1	i	i	0.2
COC(=O)c1ccccc1NC1OC(=O)c2ccccc21 (centres undefined)	i	14.7	i	1.7	i	i	-0.1	0.1	i	i	-4.5
COc1ccc(NC(=O)Cn2c(=O)sc3ccccc32)c(OC)c1	i	11.2	i	3.9	i	i	-2.9	/	i	i	-7.1
COc1ccccc1NS(=O)(=O)c1cc(NC(=O)c2cccs2)ccc1N1CCCC1	i	-1.9	i	1.8	i	i	-7.8	0.7	i	i	-13.3
CCCCN(C(=O)c1cccc(S(=O)(=O)N2CC(C)OC(C)C2)c1)c1c(N)n(CC(C)C)c(=O)[nH]c1=O (centres undefined)	i	-1.1	i	-3.7	i	i	-2.4	-1.2	i	i	-6.7
CC(=O)Cc1ccccc1OC(=O)c1ccco1	i	-2.9	i	0.6	i	i	4.0	3.0	i	i	-14.8
CC(=O)c1ccc(NC(=S)N2CCN(CCO)CC2)cc1	i	12.1	i	-0.2	i	i	4.2	-2.0	i	i	-4.0
(next part)
SMILES	PolyA inh	Dyrk1A ADPGlo	KCNK3 block	GSK3beta inhib	RGS4 pot	KCNK9 inh	HDAC3 inh	GSK3A inh	KCNQ1 act	KCNQ1 block	hERG protect
Cc1c(C(=O)N2CCOCC2)c(S(=O)(=O)N2CCN(c3ccc(Cl)cc3)CC2)c(C)n1C	i	-4.1	i	-1.3	i	i	-2.5	-1.7	i	i	-10.8
C=CCOc1c(OC)cc(/C=N/Nc2cccc(C(=O)O)c2)c(Br)c1Br	i	36.7	i	2.8	i	i	3.1	-2.0	i	i	-5.2
Cc1cc(Nc2cc(Cl)cc(Cl)c2)nc(N)n1	i	15.4	i	-5.1	i	i	7.3	6.8	i	i	-10.0
CN(CC(=O)Nc1ccc(F)cc1)C(=O)CN1C(=O)NC2(CCCc3ccccc32)C1=O (centres undefined)	i	-4.3	i	2.2	i	i	-2.4	-0.2	i	i	-7.6
COc1ccccc1/C=C/C=N/n1c(-c2cc(C)[nH]n2)n[nH]c1=S	i	-2.6	i	1.8	i	i	19.0	-1.6	i	i	-8.2
COc1cccc(CN2CCN(C(=O)c3oc4c(F)cccc4c3C)CC2=O)c1	i	-2.2	i	-1.1	i	i	7.4	-3.5	i	i	-7.3
COc1ccc(C2=NOC(C3(S(=O)(=O)c4ccccc4)CC(O)C3)C2)cc1 (centres undefined)	i	7.0	i	-0.7	i	i	-8.3	-0.7	i	i	-0.8
CCCCn1c(=O)c(CC(C)=O)nc2ccccc21	i	4.3	i	-0.3	i	i	-5.7	-2.6	i	i	-5.4
COC(=O)C(=Cc1ccccc1[N+](=O)[O-])C(=O)OC	i	-0.4	i	1.0	i	i	4.3	-1.7	i	i	-7.4
COc1ccc(CNC(=O)C2CCN(C(=O)[C@@H](CC(C)C)NC(=O)OC(C)(C)C)CC2)cc1	i	-1.4	i	1.7	i	i	/	/	i	i	-4.6
CCSc1nnc(NC(=O)C2CCCCC2)s1	i	-4.6	i	-1.1	i	i	-1.4	0.8	i	i	-2.9
Cc1cc(O)cc(=O)n1Cc1ccccc1	i	6.0	i	1.0	i	i	-1.6	-1.4	i	i	-0.4
O=C1NC2(CCCCCC2)C(=O)N1Cc1ccc(Cl)cc1Cl	i	-1.3	i	-0.6	i	i	-0.5	-1.2	i	i	-6.3

Source: PubChem (several laboratories)
